rTrxR1 inhibitor: blocks rat thioredoxin reductase 1. actives 1% (n = 390,000). O89049. Potency, µM (series often up to 114 µM), inactives show top-dose activity change, negative = inhibition, usual class: inhibitors. recombinant rTrxR1, NADPH fluorescence consumption, selenite substrate; also: potency is read from the fitted curve at half-maximal effect; % is scaled to controls: 0 for no effect and ±100 for the full control effect; nearly all actives have a fitted effect of over 65% in size
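Rat TrxR1 (90 nM in the dispensed reagent) was pre-reduced with 400 uM NADPH for 5 min at room temperature, then incubated with compound for 15 min. After 400 uM selenite was added, NADPH fluorescence (Ex 340/Em 450 nm) was followed for 8 min.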
TRHR agonist: TRH receptor (human) agonism; P34981; TRHR cells, calcium flux fluo-8, FDSS agonist mode; activation, % at 2 µM; actives 0.18% (n = 360,000); AID 493084; in the data active = activation above about 30%; also: 0% is about no effect
Target sequence (P34981 whole entry, looked up): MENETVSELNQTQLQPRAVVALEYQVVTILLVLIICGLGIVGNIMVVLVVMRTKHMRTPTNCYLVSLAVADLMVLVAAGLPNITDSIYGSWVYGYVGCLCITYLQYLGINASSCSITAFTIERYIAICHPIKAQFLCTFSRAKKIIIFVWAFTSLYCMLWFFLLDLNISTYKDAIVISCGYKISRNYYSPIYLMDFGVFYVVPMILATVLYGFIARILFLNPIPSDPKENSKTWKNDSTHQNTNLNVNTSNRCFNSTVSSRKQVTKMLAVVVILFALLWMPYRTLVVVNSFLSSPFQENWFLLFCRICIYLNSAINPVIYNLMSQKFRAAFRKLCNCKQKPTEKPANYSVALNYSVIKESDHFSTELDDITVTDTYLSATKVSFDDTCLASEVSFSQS
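TRHR-expressing cells loaded with fluo-8 calcium dye; 23 nL library compound pin-transferred, kinetic FDSS fluorescence (Ex 480/Em 530) recorded about 180 s for agonist-induced calcium release, before a 10 nM TRH EC20 addition for potentiator mode.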
D2 antagonist: antagonizes the human D2 dopamine receptor | inhibition, % at 10 µM | HEK293 TREx D2 cells, calcium flux, dopamine EC80 | actives 2% (n = 340,000); in the data active = inhibition above about 30%; also: 0% is about no effect
Target sequence (P14416 whole entry, looked up): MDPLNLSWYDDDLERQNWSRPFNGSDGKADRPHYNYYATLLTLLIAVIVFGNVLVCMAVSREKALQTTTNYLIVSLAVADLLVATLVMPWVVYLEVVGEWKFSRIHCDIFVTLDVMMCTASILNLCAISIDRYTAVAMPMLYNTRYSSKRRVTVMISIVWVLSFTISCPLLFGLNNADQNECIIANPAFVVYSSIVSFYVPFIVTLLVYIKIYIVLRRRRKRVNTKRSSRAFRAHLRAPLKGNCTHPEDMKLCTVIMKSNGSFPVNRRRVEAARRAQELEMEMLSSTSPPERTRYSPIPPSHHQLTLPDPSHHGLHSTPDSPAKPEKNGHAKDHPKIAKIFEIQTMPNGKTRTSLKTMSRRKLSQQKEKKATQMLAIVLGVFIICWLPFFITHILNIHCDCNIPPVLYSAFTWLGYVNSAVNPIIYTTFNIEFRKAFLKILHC
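Read-out: kinetic calcium fluorescence (1 cycle/s) in inducible HEK293 T-REx D2 cells after an EC80 dopamine addition that followed 180 s compound preincubation. Loss of the dopamine response indicates antagonism.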
TrxR1 substrate: substrates of rat thioredoxin reductase 1. Potency, µM (doses to about 114 µM), for inactives: top-dose activity change, negative = substrate turnover. AID 588456. purified TrxR1 substrate turnover, NADPH consumption readout. O89049. actives 0.01% (n = 390,000); also: potency is read from the fitted curve at half-maximal effect; % is scaled to controls: 0 for no effect and ±100 for the full control effect; nearly all actives have a fitted effect of over 50% in size
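Rat TrxR1, dispensed at 90 nM, was prereduced with 400 uM NADPH (final) for 5 min at ~22 deg C, then incubated with compound 15 min before 400 uM selenite. A first-read NADPH fluorescence drop versus no-compound background flagged substrates.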
mIDH1 inhibitor: blocks human mutant IDH1 R132H enzyme; IDH1-R132H enzyme, NADPH consumption, diaphorase/resazurin fluorescence; Potency, µM (series often up to 76.6 µM), without a hit: at the top dose activity change, negative = inhibition, usual class: inhibitors; actives 0.093% (n = 390,000); also: potency is read from the fitted curve at half-maximal effect; % is scaled to controls: 0 for no effect and ±100 for the full control effect; nearly all actives have a fitted effect of over 65% in size
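IDH1-R132H (0.5 ug/mL) preincubated 30 min with compound, then NADPH (0.016 mM) and alpha-KG (2 mM) added; 80 min at RT, pH 7.5. Remaining NADPH coupled via diaphorase/resazurin to fluorescence (540/590 nm); concentration-response curves normalized to no-enzyme control.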
USP1 inh: USP1/UAF1 (human) deubiquitinase inhibition; O94782; Potency, µM (top dose mostly 57.1 µM), for the others: top-dose activity change, negative = inhibition, hits mostly inhibitors; recombinant USP1/UAF1, Ub-Rhodamine cleavage fluorescence; AID 743255; actives 0.23% (n = 390,000); also: potency is read from the fitted curve at half-maximal effect; % is scaled to controls: 0 for no effect and ±100 for the full control effect; nearly all actives have a fitted effect of over 60% in size; inactives centre near -12
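High-throughput fluorogenic screen: 1nM USP1/UAF1 complex, Ub-Rho substrate 150nM final, 50mM HEPES pH 7.8 with 0.5mM EDTA, 0.1 mg/ml BSA, 1mM TCEP and 0.01% Tween-20.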
Pin1 inhibitor: human Pin1 inhibition; Q13526; Pin1 FP peptide displacement, HiFluor488, 10 min; Potency, µM (doses to about 115 µM), without a hit: top-dose activity, negative = inhibition, hits mostly inhibitors; actives 0.009% (n = 390,000); active = well fitted inhibition curve with a large enough effect in the polarisation, with a control signal flat, not every such curve was filed as active; inconclusive = small, poorly fitted or top-dose-only effect, or effect the other way, or a change in a side signal; inactive = no such curve, though single readings can be large or run the other way; the % refers to the polarisation; also: potency is read from the fitted curve at half-maximal effect; % is scaled to controls: 0 for no effect and ±100 for the full control effect
Target sequence (Q13526 whole entry, looked up): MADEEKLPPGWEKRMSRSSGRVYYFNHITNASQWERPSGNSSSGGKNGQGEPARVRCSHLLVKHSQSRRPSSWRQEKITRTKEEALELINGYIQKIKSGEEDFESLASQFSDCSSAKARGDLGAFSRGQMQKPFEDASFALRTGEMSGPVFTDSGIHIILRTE
TRHR PAM: allosterically enhances the human TRH receptor | enhancement, % at 2 µM | P34981 | AID 493056 | TRHR cells, fluo-8 calcium fluorescence, EC20 TRH enhancement | actives 0.66% (n = 360,000); in the data active = enhancement above about 30%; also: 0% is about no effect
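Enhancer read-out: after compound pinning and an initial kinetic agonist-mode read, an EC20 of TRH (10 nM final) was injected and fluo-8 calcium signal (Ex 480/Em 530) followed at 1 s/cycle for 100 cycles in TRHR-expressing cells.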
D2 agonist: activates the human D2 dopamine receptor; P14416; HEK293 T-REx D2 cells, calcium flux agonist mode; activation, % at 2 µM; actives 0.53% (n = 340,000); AID 485358;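 active = activation over 3 SD above normal in the single-dose calcium agonist read, cut at about 30% in these data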; also: 0% is about no effect
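In this primary screen, compounds producing a positive calcium signal within 180 s of addition to tetracycline-induced, force-coupled HEK293 Trex D2 cells are flagged; cells are dye-loaded with a no-wash calcium kit beforehand.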
* = called active by the depositor; ? = inconclusive; · = not tested or not shown; & = joins results of further samples; [ ] = another dose, or the depositor's remark. Unless noted, calls follow the shape of the dose curve; as a rule, active = well fitted inhibition curve with a large enough effect; inconclusive = small, poorly fitted or top-dose-only effect; inactive = no such curve, though single readings can be large or run the other way. These rows are one share of the data; rates above refer to the full screens.

Structure | rTrxR1 inhibitor | TRHR agonist | D2 antagonist | TrxR1 substrate | mIDH1 inhibitor | USP1 inh | Pin1 inhibitor | TRHR PAM | D2 agonist
COc1cccc(NC(=O)CSc2cccc[n+]2[O-])c1 | 2% | · | · | -1% | 18% | -22% | 0% | · | ·
Cn1cc(-c2nnnn2-c2ccc(Cl)cc2)c(=O)c2ccccc21 | -17% | 0.0 | -10 | -11% | 5% | -5% | -1% | 2 | 0.1
CCn1c(=O)cc(OCC(=O)Nc2cc(C)ccn2)c2ccccc21 | 13% | -0.1 | -4 | 8% | 8% | -15% | ? | 15 | 0.4
CCO[C@H]1OC(C(=O)Nc2ccccc2)=C[C@@H](C2CC2)[C@@H]1CCCO | 18% | -0.7 | -7 | 1% | -7% | -24% | -11% | 8 | 0.6
CCOC(=O)C1CCN(C(=O)Cc2c(C(=O)O)[nH]c3ccccc23)CC1 | 4% | 0.2 | 21 | 14% | 0% | -8% | -11% | 4 | 0.6
O=C(Nc1cccnc1)Nc1ccccc1Cl | -2%[57.1 µM] | 0.7 | 9 | 6%[57.1 µM] | 0% | -17% | -3% | -11 | -0.3
CCN(C(=O)COC(=O)c1cc(C)oc1C)c1c(N)n(Cc2ccccc2)c(=O)[nH]c1=O | 17% | -0.4 | 3 | 0% | 8% | -16% | -2% | 3 | -0.5
c1ccc2c(c1)[nH]c1nc3nncn3nc12 | 8% | 0.1 | -1 | -6%[57.1 µM] | 8% | -6% | ? | -3 | -0.7
CCCn1c(N)c(N(CCOC)C(=O)c2cccc(C(F)(F)F)c2)c(=O)[nH]c1=O | 12% | 0.6 | -3 | 1% | 0% | -7% | -3% | 0 | 0.1
O=C(CN1C(=O)COc2ccc(Cl)cc21)N1CCCCC1 | 18% | 0.8 | 0 | 4% | -2% | -2% | 3% | -7 | -0.6
CC(=O)C1=C(O)CC(C)(C)CC1=NCCc1nc2ccccc2[nH]1 | 14% | -0.3 | 7 | 5%[57.1 µM] | -4% | 7% | -2% | -2 | 24
COCCn1c(SCC(=O)NC2CCCC2)nc2cccnc21 | 19% | -0.3 | · | 4% | 7% | -20% | -8% | 0 | ·
COc1cc(OC)c(C(=O)OCC(=O)c2ccc3c(c2)NC(=O)CO3)cc1OC | 14% | · | · | -6% | -11% | -21% | 6% | · | ·
COc1ccc2cc(CCNS(=O)(=O)c3ccc(NC(C)=O)cc3)c(=O)[nH]c2c1 | 17%[57.1 µM] | 1.3 | -2 | 5%[57.1 µM] | -4% | -9% | -2% | 3 | 0.6
CCCSCCCNC(=O)CN1C(=O)COc2ccc(S(=O)(=O)N3CCCC3)cc21 | 9%&21% | -0.2&1.0 | 7 | 6%&10% | 0%&-1% | -22%&-9% | 1%&0% | 6&-2 | -0.1&-0.6
CC(=O)n1cc(Nc2ccccc2C(=O)O)c2ccccc21 | -5%[57.1 µM] | 0.1 | 4 | 63%[activator][57.1 µM] | 2% | -14% | 1% | 8 | 0.1
Fc1cccc(Cl)c1CNC(c1ccccc1)c1ccccc1 | 2% | 0.3 | 3 | 6% | 3% | -27% | 4% | 5 | -1.1
Cc1cc(Nc2ccccc2N2CCOCC2)n2ncnc2n1 | -19% | 0.2 | -18 | -12% | 8% | -10% | -8% | 1 | 0.8
Cc1ccc(S(=O)(=O)N2CCOCC2)cc1NC(=O)CSc1cccc[n+]1[O-] | -8% | 0.9 | -1 | -1% | -2% | -17% | 3% | 6 | 1.5
CN(C)c1ccc(C=C2C(=O)OC(C)(C)OC2=O)cc1 | -15%[57.1 µM] | 0.3 | -3 | 0%[57.1 µM] | -3% | -5% | 7% | 1 | 1.4

Single records, as listed above.
CC(=O)C1=C(O)CC(C)(C)CC1=NCCc1nc2ccccc2[nH]1 is entered as rTrxR1 inhibitor: 14%; TRHR agonist: -0.3; D2 antagonist: 7; TrxR1 substrate: 5%[57.1 µM]; mIDH1 inhibitor: -4%; USP1 inh: 7%; Pin1 inhibitor: -2%; TRHR PAM: -2; D2 agonist: 24
COCCn1c(SCC(=O)NC2CCCC2)nc2cccnc21 is entered as rTrxR1 inhibitor: 19%; TRHR agonist: -0.3; D2 antagonist: ·; TrxR1 substrate: 4%; mIDH1 inhibitor: 7%; USP1 inh: -20%; Pin1 inhibitor: -8%; TRHR PAM: 0; D2 agonist: ·

(next part)
Structure | rTrxR1 inhibitor | TRHR agonist | D2 antagonist | TrxR1 substrate | mIDH1 inhibitor | USP1 inh | Pin1 inhibitor | TRHR PAM | D2 agonist
COC(=O)/C=C1/S/C(=N/NC(=O)c2ccc(Cl)cc2Cl)NC1=O | -57% | 0.1 | 1 | -3%[57.1 µM] | 1% | -19% | -10% | -2 | 0.6
COc1ccc(/C=C2/SC(=O)N(CCC(=O)Nc3ccccc3)C2=O)cc1OC | 24% | -0.4 | 8 | -4% | 11% | -11% | -2% | -16 | -0.8
COc1cc(/C=C2/SC(=S)N(CCC(=O)Nc3ccccc3)C2=O)cc(OC)c1OC | 1% | 9.1 | -1 | -10% | 3% | -26% | ? | -3 | 2.3
Cc1ccc(SCCCn2cncn2)cc1 | 11%[57.1 µM] | 0.7 | -1 | 9%[57.1 µM] | 7% | 2% | -10% | 8 | 0.3
S=C(NCc1ccccc1)N1CCn2cccc2C1c1ccncc1 (stereo not drawn) | ? | 1.2 | -6 | -2% | 12% | ? | -13% | -2 | 0.6
Cc1c(NC(=O)C(C)Oc2ccc(Br)cc2Cl)c(=O)n(-c2ccccc2)n1C (stereo not drawn) | -4% | -1.0 | -6 | -5% | 0% | -14% | 4% | -2 | -0.6
CC(C)c1ccc(OCc2ccc(C(=O)N(C)C)o2)cc1 | -30% | 0.4 | 1 | -17% | 0% | -6% | -2% | 0 | 0.1
CC1CN(C(=O)c2cc(Br)c(Br)s2)CC(C)O1 (stereo not drawn) | 12% | -0.5 | -9 | 1% | 2% | -18% | 0% | 4 | 0.0
COC(=O)c1ccc(COC(=O)C(CCSC)NC(=O)COc2ccccc2)cc1 (stereo not drawn) | 1% | -1.5 | -1 | -8% | 2% | -9% | -3% | -1 | -0.2
COc1ccc(C2CC(=O)C(CS(=O)(=O)c3ccccc3)C(=O)C2)cc1 (stereo not drawn) | -73% | 0.3 | 8 | 4%[57.1 µM] | 5% | -10% | ? | 4 | -0.9
O=C(c1cc(Br)ccc1Cl)N1CCN(c2ccccn2)CC1 | -12% | 0.6 | 0 | -8% | 3% | -9% | 6% | 3 | 0.7
CN(C)c1nc(N)c([N+](=O)[O-])c(NCC2CCCO2)n1 (stereo not drawn) | 4%[57.1 µM] | 0.2 | 1 | 1%[57.1 µM] | 11% | -2% | 0% | 25 | -0.7
CCc1nnc(NC(=O)CSc2nnc(COc3ccc(C#N)cc3)n2-c2ccccc2)s1 | 25%[57.1 µM] | -0.1 | 19 | 0%[57.1 µM] | -3% | -8% | 0% | -1 | 0.5
CCOc1ccc(NC(=O)CC2C(=O)N(c3ccc(OCC)cc3)C(=S)N2C2CC2)cc1 (stereo not drawn) | 10% | -0.2 | -25 | 5% | 5% | -12% | -3% | 6 | 0.0
Cc1nc2c(-c3ccc(F)cc3)c(C)nn2c(C)c1CCC(=O)N1CCN(c2ccc(F)cc2)CC1 | 31%&10% | 0.1&1.7 | · | 0%&-4% | -1%&7% | -22%&-30% | -2%&2% | -8&-1 | 0.6
Cc1coc(NC(=O)CSc2nc(-c3ccncc3)cc(C(F)(F)F)c2C#N)n1 | 4% | 8.3 | -11 | 6% | 2% | -17% | ? | -3 | 4.1
COc1ccc(C(C)=O)cc1CSc1nnc(SCc2cc(C(C)=O)ccc2OC)s1 | 6% | 0.2 | -9 | -3% | 0% | -18% | -1% | 29 | -0.3
O=C(Cn1cnc2c(cnn2-c2ccccc2)c1=O)NC1CCCC1 | 10% | 0.7 | 13 | 2% | -7% | -24% | -3% | -2 | 0.6
COC(=O)CNC(=O)CNC(=O)Nc1ccccc1Cl | 25% | 0.4 | -3 | 7% | 1% | -15% | -2% | -3 | -0.8
COc1cccc(CN2CCNC(=O)C2CC(=O)N(Cc2cnn(C)c2)C(C)C)c1 (stereo not drawn) | 13%[57.1 µM] | 0.3 | 13 | 7%[57.1 µM] | 9% | -13% | -10% | 5 | 0.1

An excerpt from above in order of their number in Pin1 inhibitor, smallest number first.
| SMILES | Pin1 inhibitor |
| --- | --- |
| S=C(NCc1ccccc1)N1CCn2cccc2C1c1ccncc1 (stereo not drawn) | -13% |
| Cc1ccc(SCCCn2cncn2)cc1 | -10% |
| CCOc1ccc(NC(=O)CC2C(=O)N(c3ccc(OCC)cc3)C(=S)N2C2CC2)cc1 (stereo not drawn) | -3% |
| COc1ccc(C(C)=O)cc1CSc1nnc(SCc2cc(C(C)=O)ccc2OC)s1 | -1% |
| Cc1c(NC(=O)C(C)Oc2ccc(Br)cc2Cl)c(=O)n(-c2ccccc2)n1C (stereo not drawn) | 4% |

Later entries:
Structure | rTrxR1 inhibitor | TRHR agonist | D2 antagonist | TrxR1 substrate | mIDH1 inhibitor | USP1 inh | Pin1 inhibitor | TRHR PAM | D2 agonist
Cc1ccc(C(=O)O/N=C2/CC3CCC2(C)[C@@]3(C)CBr)cc1 (stereo partly drawn) | -4%[57.1 µM] | -0.6 | 6 | 1%[57.1 µM] | 1% | 6% | -8% | -2 | -1.0
COCCOC(=O)C1=C(C)NC(=S)NC1/C=C/c1ccccc1 (stereo not drawn) | -17% | -0.2 | 4 | -9% | 1% | -16% | ? | -4 | -1.5
CCCCNC(=O)CN1C(=O)c2c(c3ccccc3n2C)C1c1ccc(OC)cc1 (stereo not drawn) | 9% | 0.3 | · | 16% | 4% | -1% | -6% | -8 | -2.1
CCOC(=O)c1c(-c2ccccc2)oc2cc(Br)c(O)cc12 | 11% | 1.6 | 9 | 4% | -7% | -16% | 4% | -5 | 0.6
C=CCNC(=O)CSc1nnc(-c2cccs2)o1 | 8%[57.1 µM] | 0.1 | 2 | 6%[57.1 µM] | -8% | -11% | -2% | 0 | 0.9

Compound activity from PubChem BioAssay.
